# PME-1 inh = blocks human protein phosphatase methylesterase 1; Q9Y570; inhibition, % at 5.9 µM; AID 2130; 320,000 compounds, 0.53% hits; recombinant PME-1, FP-Rh probe fluorescence polarization;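 active means inhibition above the campaign mean of all compounds plus 3 SD, cut at about 26% in these data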;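 further: competitive labeling of PME-1 active site by serine hydrolase directed probe; 0% = PME-1 with DMSO and 100% = wells lacking PME-1 enzyme; inhibitors block probe labeling so polarization falls and inhibition rises; many of its hits are not listed in these tables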
# Fam108B inh = counter-screen for RBBP9 inhibitors: inhibitors of mouse Fam108B | AID 1947 | recombinant Fam108B, FP-Rh probe fluorescence polarization | 300,000 compounds, 0.33% hits | inhibition, % at 9.51 µM;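 active means inhibition above the screen mean inhibition plus 3 SD, computed separately per campaign, cut at about 18% in these data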;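 further: inhibitors lower polarization as less probe binds the enzyme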
# LYPLA1 counter = blocks human lysophospholipase 1, a PME1 counter-screen. O75608. 320,000 compounds, 0.16% hits. inhibition, % at 5.9 µM. AID 2174. recombinant LYPLA1, FP-Rh probe fluorescence polarization;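 active means inhibition above the mean of all tested compounds plus 3 SD, set per campaign, cut at about 14% in these data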;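 further: inhibitors block serine hydrolase probe labeling of LYPLA1 so polarization falls; 0% = enzyme with DMSO and 100% = wells lacking LYPLA1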
# GSTO1 counter = blocks human GSTO1 in RBBP9 counter-screen; P78417; recombinant GSTO1, activity-based probe fluorescence polarization; inhibition, % at 5.96 µM; 300,000 compounds, 1.1% hits; AID 1974;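 active means inhibition above the campaign mean inhibition plus 3 SD, cut at about 35% in these data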;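 further: 0% = GSTO1-1 with DMSO and 100% = wells lacking GSTO1-1 enzyme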
# PAFAH2 FP inh = PAFAH2 (human) inhibition | Q99487 | recombinant PAFAH2, FP-rhodamine activity probe, fluorescence polarization | inhibition, % at 3.39 µM | 340,000 compounds, 0.99% hits | AID 492956;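 active means inhibition above the mean over all tested compounds plus 3 SD, cut at about 30% in these data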;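 further: inhibitors block probe labeling of enzyme so polarization drops; 0% = enzyme with DMSO and 100% = wells lacking PAFAH2 protein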
# PAFAH1B3 FP inh = blocks human PAF acetylhydrolase 1B catalytic subunit 3; Q15102; recombinant PAFAH1B3, FP-rhodamine probe, fluorescence polarization; inhibition, % at 3.39 µM; 340,000 compounds, 0.28% hits;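 active means inhibition above the screen-wide average of all tested compounds plus 3 SD, cut at about 25% in these data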;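 further: 0% = enzyme with DMSO only and 100% = wells lacking PAFAH1B3 protein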
# Target sequence (Q15102 whole entry, looked up): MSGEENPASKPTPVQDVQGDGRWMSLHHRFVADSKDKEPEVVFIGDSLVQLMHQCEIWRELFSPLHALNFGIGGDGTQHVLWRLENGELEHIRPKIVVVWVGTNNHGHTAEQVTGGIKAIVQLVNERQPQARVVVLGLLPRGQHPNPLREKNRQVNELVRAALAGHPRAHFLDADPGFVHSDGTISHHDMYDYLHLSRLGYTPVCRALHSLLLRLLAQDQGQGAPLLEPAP
# PAD4 inh = blocks human protein arginine deiminase 4 | recombinant PAD4, RCA probe fluorescence polarization | inhibition, % at 6.36 µM | AID 485272 | 330,000 compounds, 0.41% hits;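 active means percent inhibition above a cutoff equal to the mean of all tested compounds plus 3 SD, cut at about 15% in these data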;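 further: 0% = PAD4 with RCA probe and DMSO and 100% = probe without PAD4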
# Target sequence (Q9UM07 whole entry, looked up): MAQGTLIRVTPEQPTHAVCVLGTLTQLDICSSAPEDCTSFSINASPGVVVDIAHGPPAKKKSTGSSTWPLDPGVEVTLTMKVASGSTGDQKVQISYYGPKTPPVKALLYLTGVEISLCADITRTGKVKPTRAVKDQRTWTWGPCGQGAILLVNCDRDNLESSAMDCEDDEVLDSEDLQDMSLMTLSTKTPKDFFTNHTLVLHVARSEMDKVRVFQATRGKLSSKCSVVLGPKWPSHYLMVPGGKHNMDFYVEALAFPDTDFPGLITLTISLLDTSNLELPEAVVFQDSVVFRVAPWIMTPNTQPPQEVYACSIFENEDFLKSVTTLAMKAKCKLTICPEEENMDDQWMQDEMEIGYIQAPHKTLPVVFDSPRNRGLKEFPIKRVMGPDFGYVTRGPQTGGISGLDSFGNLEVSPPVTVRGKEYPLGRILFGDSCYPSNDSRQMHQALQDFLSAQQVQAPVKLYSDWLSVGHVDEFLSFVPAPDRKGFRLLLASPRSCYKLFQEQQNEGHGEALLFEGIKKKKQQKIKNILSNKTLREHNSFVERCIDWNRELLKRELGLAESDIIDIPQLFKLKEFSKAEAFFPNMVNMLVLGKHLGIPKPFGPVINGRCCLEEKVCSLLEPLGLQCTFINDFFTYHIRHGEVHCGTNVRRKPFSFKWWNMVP
# pPAFAH inh = pPAFAH (human) enzyme inhibition; Q13093; recombinant pPAFAH, FP-rhodamine probe fluorescence polarization; inhibition, % at 3.39 µM; 330,000 compounds, 1.5% hits; AID 463082;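 active means inhibition above the mean inhibition across the screen plus 3 SD, cut at about 25% in these data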;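 further: inhibitors block binding of the rhodamine activity-based probe so polarization drops; 0% = enzyme with DMSO and 100% = wells lacking pPAFAH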
# PAFAH1B2 inh = inhibitors of human PAFAH1B2 | P68402 | inhibition, % at 3.39 µM | 340,000 compounds, 1.2% hits | recombinant PAFAH1B2, FP-rhodamine activity probe, fluorescence polarization;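 active means inhibition above the mean of all tested compounds plus 3 SD, cut at about 24% in these data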;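 further: 0% = enzyme with DMSO and 100% = wells lacking PAFAH1B2; many of its hits are not listed in these tables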
# Target sequence (P68402 whole entry, looked up): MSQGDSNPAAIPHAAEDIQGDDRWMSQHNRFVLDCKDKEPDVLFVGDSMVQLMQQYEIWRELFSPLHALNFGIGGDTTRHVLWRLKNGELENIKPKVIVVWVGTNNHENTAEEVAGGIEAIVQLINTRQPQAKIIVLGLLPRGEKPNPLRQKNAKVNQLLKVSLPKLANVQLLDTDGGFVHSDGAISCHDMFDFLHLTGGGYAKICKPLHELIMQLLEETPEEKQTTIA
# Numbers without * were called inactive; x = no result given. Some of the compounds tested; the hit share may differ from the screen's.
structure	PME-1 inh	Fam108B inh	LYPLA1 counter	GSTO1 counter	PAFAH2 FP inh	PAFAH1B3 FP inh	PAD4 inh	pPAFAH inh	PAFAH1B2 inh
COc1cc(C#Cc2ccc3cc(C(C)(C)O)oc(=O)c3c2)cc(OC)c1	0	x	0	x	-4	7	-5	-3	-1
COc1ccc(C2=CC(=O)N(Nc3ccccc3)C2=O)cc1	-5	-3	-3	-2	x	x	3	3	x
c1cncc(-c2nnc3n2N=C(c2cccs2)CS3)c1	2	6	3	-1	18	-3	1	-5	5
O=S(=O)(Cc1ccco1)Cc1nc(-c2ccc(Cl)cc2)cs1	3	0	-4	8	x	x	1	7	x
COc1ccc(NC(=O)c2ocnc2C)cc1OC	-2	2	2	2	-1	-3	-4	-3	0
Cc1ccccc1NC(=O)CSc1nc2ccccc2c2nc(CCn3cncc3C)nn12	6	7	-1	2	-4	9	1	-5	2
Cc1ccc(OCCOC(=O)CCc2nc3ccccc3c(=O)[nH]2)cc1	-5	-4	-1	-9	0	-7	-1	4	3
CC1=C(C(=O)Nc2ccc(F)cc2)C(c2cccc(C)c2)n2nc(CCCO)nc2N1 (centres undefined)	-4	1	4	1	-10	5	-5	-7	4
Cc1c(-c2ccccc2)nc(-c2ccccc2)[nH]c1=O	-7	0	0	-1	-6	15	-3	1	4
COc1ccc(C(=O)Nc2ccc(O)cc2C(=O)O)cc1	-1	-1	-1	-4	7	11	-5	-1	6
O=C(COC(=O)[C@H](Cc1c[nH]c2ccccc12)NC(=O)c1ccc(Cl)cc1)Nc1ccc2c(c1)OCO2	5	-4	-12	-8	-6	9	2	6	1
C[C@@H]1NC(=O)c2cc([N+](=O)[O-])cc(F)c2NCCC[C@@H](C(N)=O)NC(=O)[C@H](CC(N)=O)NC1=O	-5	-2	1	3	0	4	-4	5	4
CCn1c(C)nc2cc(C(=O)N/N=C(\C)c3ccccc3O)ccc21	-2	1	-6	4	-1	12	0	2	0
CCN(CC)C(=O)CN(C#N)c1nc(Cl)nc(N(C)C)n1	-2	2	-2	13	8	1	-2	2	9
C/C(=C\c1ccc(N)cc1)c1nc2ccccc2[nH]1	-3	3	3	2	6	3	2	1	-1
CC(Sc1nc2ccccc2c(=O)n1Cc1ccco1)C(=O)c1ccccc1 (centres undefined)	-1	-5	3	4	2	8	0	3	-4

# Profiles, looked up by structure.
# Listed for COc1ccc(NC(=O)c2ocnc2C)cc1OC → PME-1 inh = -2; Fam108B inh = 2; LYPLA1 counter = 2; GSTO1 counter = 2; PAFAH2 FP inh = -1; PAFAH1B3 FP inh = -3; PAD4 inh = -4; pPAFAH inh = -3; PAFAH1B2 inh = 0
# Listed for Cc1ccc(OCCOC(=O)CCc2nc3ccccc3c(=O)[nH]2)cc1 → PME-1 inh = -5; Fam108B inh = -4; LYPLA1 counter = -1; GSTO1 counter = -9; PAFAH2 FP inh = 0; PAFAH1B3 FP inh = -7; PAD4 inh = -1; pPAFAH inh = 4; PAFAH1B2 inh = 3
# Listed for Cc1c(-c2ccccc2)nc(-c2ccccc2)[nH]c1=O → PME-1 inh = -7; Fam108B inh = 0; LYPLA1 counter = 0; GSTO1 counter = -1; PAFAH2 FP inh = -6; PAFAH1B3 FP inh = 15; PAD4 inh = -3; pPAFAH inh = 1; PAFAH1B2 inh = 4

# Other results.
structure	PME-1 inh	Fam108B inh	LYPLA1 counter	GSTO1 counter	PAFAH2 FP inh	PAFAH1B3 FP inh	PAD4 inh	pPAFAH inh	PAFAH1B2 inh
Cc1ccc2[nH]c(C)c(CCNC(=O)c3cc4cc([N+](=O)[O-])ccc4oc3=O)c2c1	10	1	2	3	-4	1	-2	8	2
O=C(c1ccc(CNS(=O)(=O)c2ccccc2)cc1)N1CCN(c2ccccn2)CC1	0	1	0	1	2	-1	7	16	3
Cc1cccc(C)c1N=Cc1c(O)n(-c2nccs2)c(=O)c2ccccc12	2	0	-3	1	-1	-4	1	3	-4
O=C(/C=C/c1ccc(F)cc1)NC(=S)Nc1ccccc1C(=O)NC1CCCCC1	-5	-8	0	2	-12	7	2	9	-4
COC(=O)COc1ccc(NC(=O)C(c2ccccc2)c2ccccc2)cc1	-4	5	-4	16	0	5	-1	10	4
C=CCNCCCOc1ccc(Cl)cc1Br	-2	0	-1	2	-2	4	-4	3	3
CN1C(=O)CC(N2CCN(CC(=O)N3CCCC3)CC2)C1=O (centres undefined)	-2	-2	-3	2	7	5	3	3	3
CCOc1ccc(NC(=O)Cn2nnc(C(=O)NCc3ccc(OC)cc3)c2N)cc1	3	2	2	-2	3	4	-6	2	0
O=C(/C=C/c1cccs1)c1cc(Cl)ccc1OC(=O)N1CCOCC1	-4	-4	3	-2	73*	6	-1	43*	-10
O=C(O)CCC(=O)Nc1ccccc1C(=O)N1CCN(c2ccc(Cl)cc2)CC1	-6	-1	0	0	1	5	-4	-6	3
CC(C)CN(C(=O)c1cc([N+](=O)[O-])cc([N+](=O)[O-])c1)C1CCS(=O)(=O)C1 (centres undefined)	1	-1	1	8	7	4	0	9	1
CCCCN(CCCC)CC1OCc2ccccc2CO1	-2	3	-4	6	1	12	-3	6	1
CCOP(=O)(NC(c1ccccc1)c1nc2ccccc2[nH]c1=O)OCC (centres undefined)	-5	2	2	3	-1	-1	-6	6	2
CC1(C)CC(=O)c2c(nn(-c3ccccc3)c2-c2ccncc2)C1	-2	3	-1	-3	-4	4	-2	0	1
C=CCN(c1ccccc1Cl)S(=O)(=O)c1cccc(C(=O)OCC(=O)N(C)C2CCS(=O)(=O)C2)c1 (centres undefined)	-7	-5	-2	-2	-3	8	3	1	-3
COC(=O)c1cn(CC(=O)NCc2ccco2)c2ccccc12	3	-1	3	4	1	1	4	4	1
COc1cccc(CNc2ncn[nH]2)c1OCc1ccc(F)cc1	-2	-5	5	3	1	-1	4	1	1
CC(C)=CCc1c([C@@H]2CCc3ccc(O)cc3O2)cc2c(c1O)OC(C)(C)C=C2	-5	-2	-5	-1	x	x	2	7	x
COc1ccc(CCNC(=O)COc2ccc3c(c2)OCO3)cc1	-2	x	1	x	1	10	3	-1	6
Cn1c(SCC(=O)N2CCCC2)nc2ccccc21	-4	-5	0	2	6	16	7	-3	4
COc1ccc(NC(=O)CN(C)C(=O)c2ccc(-c3ccccc3Cl)o2)cc1	1	5	0	-5	2	4	5	2	4
O=C(CN1CC(c2ccccc2)CC1=O)OCc1ccccc1F (centres undefined)	3	-1	-1	4	7	0	4	7	-2
O=C(Nc1cccc(Cl)c1)C1C2C=CC3(O2)C1C(=O)N(CCCN1CCCCC1)C3C(=O)NC1CCCCC1 (centres undefined)	-3	1	-1	8	-1	11	-2	4	6
O=C(Cc1coc(-c2ccc(F)cc2)n1)N1CCOCC1	3	0	2	-1	6	7	-4	6	4

# Some of the entries above in another layout.
CC(C)=CCc1c([C@@H]2CCc3ccc(O)cc3O2)cc2c(c1O)OC(C)(C)C=C2
- PME-1 inh: -5
- Fam108B inh: -2
- LYPLA1 counter: -5
- GSTO1 counter: -1
- PAFAH2 FP inh: x
- PAFAH1B3 FP inh: x
- PAD4 inh: 2
- pPAFAH inh: 7
- PAFAH1B2 inh: x

COc1ccc(NC(=O)CN(C)C(=O)c2ccc(-c3ccccc3Cl)o2)cc1
- PME-1 inh: 1
- Fam108B inh: 5
- LYPLA1 counter: 0
- GSTO1 counter: -5
- PAFAH2 FP inh: 2
- PAFAH1B3 FP inh: 4
- PAD4 inh: 5
- pPAFAH inh: 2
- PAFAH1B2 inh: 4

# (cont.)
structure	PME-1 inh	Fam108B inh	LYPLA1 counter	GSTO1 counter	PAFAH2 FP inh	PAFAH1B3 FP inh	PAD4 inh	pPAFAH inh	PAFAH1B2 inh
CCOC(=O)C1CCN(C(=O)c2ccc(OCC)c(OCC)c2)CC1	-4	-2	1	9	4	2	-6	2	1
COc1ccc(-c2cc(-c3n[nH]c(=S)n3-c3cccc4ccccc34)[nH]n2)cc1	-3	5	-3	-1	11	1	4	7	3
COc1cc(Nc2nc(-c3ccccc3)c3cc(C)ccc3n2)cc(OC)c1OC	14	12	-2	2	0	4	3	21	5
Cc1ccc(C(=O)NC(=S)Nc2ccc(N3CCN(C(=O)c4ccco4)CC3)cc2)cc1	9	3	4	0	-2	4	-2	23	4
CCN(C[C@H]1N[C@@](CC)(C(=O)OC)[C@H]2C(=O)N(Cc3ccccc3)C(=O)[C@@H]12)C(=O)C1CCCCC1	x	x	x	x	2	10	-2	0	2
O=C1CCCC2=C1C(c1ccccn1)Nc1ccc(C(=O)c3ccccc3)cc1N2 (centres undefined)	0	3	-1	0	3	-2	0	8	-5
CC1c2nc3ccccc3n2C(CC(=O)NC2CC2)C(=O)N1Cc1ccccc1 (centres undefined)	4	0	-2	5	3	-3	2	6	7
COc1cccc(-n2c(Cc3cc(=O)[nH]c(=O)[nH]3)nnc2SCC(=O)N2CCCCCC2)c1	-3	-4	-3	4	-1	7	2	-2	4
COc1ccc(C2N(c3cc(Cl)ccc3OC)C(=O)C3CCCN32)cc1 (centres undefined)	-2	0	-2	1	2	-3	1	2	3
CCN1CC=C2C(C#N)=C(N)C(C#N)(C#N)[C@H](c3cccc(OC)c3OC)[C@H]2C1	15	3	1	6	0	-3	-1	-2	-1
O=C(NCC(O)c1ccccc1)c1cccs1 (centres undefined)	1	-3	-1	3	-4	9	-1	3	3
Cc1onc(C(=O)NC(C)c2ccccc2)c1[N+](=O)[O-] (centres undefined)	-3	0	1	33	-4	7	-5	2	4
COCCN(C(=S)Nc1ccc(Cl)cc1OC)C1CCN(C(C)=O)CC1	-3	-2	0	3	1	8	-1	-5	1
CC1CN(CC(=O)Nc2ccccc2Sc2ccccc2)CC(C)O1 (centres undefined)	-4	4	-1	5	-10	5	-1	0	3
CCn1ncc(C(=O)Nc2ccc(F)cc2)c1C	0	2	1	1	9	-1	0	2	0
C=CCn1c(SCc2csc(C)n2)nc2sc3c(c2c1=O)CCC(C)C3 (centres undefined)	-3	-6	0	1	-6	1	0	-10	0
Fc1cccc(Cl)c1CNCc1ccccc1Cl	4	2	1	-3	2	3	-1	5	5
CCNC(=O)COc1ccc(CC)cc1	-1	4	5	-1	6	7	0	-4	5
COc1ccc(C(=O)NCc2cccnc2)cc1S(=O)(=O)N1CCCc2ccccc21	-3	-3	-2	-8	6	10	-4	1	4
CC(C)OC(=O)CSc1nnnn1-c1ccc2c(c1)OCCO2	4	6	4	2	-4	4	-5	6	6
O=c1c2cc(N3CCOCC3)ccc2[nH]c(=S)n1Cc1ccccn1	-5	-1	1	14	1	3	2	6	2
CCOC(=O)c1ccc(NC(=O)C2CCCN(c3cnccn3)C2)cc1 (centres undefined)	-9	-5	-6	-13	-2	12	-2	-7	8
Cc1nn(C)c(C)c1S(=O)(=O)N(CC(=O)N1CCc2ccccc2C1)c1ccc(C(C)C)cc1	-5	0	3	-1	-6	2	-1	-8	4
Cc1ccc(NC(=O)CCC(=O)N/N=C/C=C/c2ccccc2)cc1	1	0	-1	0	-6	2	3	-1	-3
CCOc1ccc(CCNC(=O)c2nnn(CC(=O)Nc3ccc(C)cc3)c2N)cc1OCC	2	-1	-6	0	4	5	-2	0	-6
O=C(O)c1ccc(/C=N/Nc2ccc(Cl)nn2)cc1	-6	-2	-3	1	11	-1	-6	-2	8
CCOC(=O)C1CCCN(C(=O)CCc2ccccc2)C1 (centres undefined)	0	1	1	2	-8	3	-1	5	-2
O=C(COC(=O)c1cncc(Br)c1)NCc1ccc(Cl)cc1	-2	-2	0	2	4	2	-6	24	12
S=C(Nc1ccc(Br)cc1Cl)N1CCCC1	4	-2	-7	0	-1	4	-3	5	7
